High-throughput results as filed in PubChem BioAssay.
SNCA expr inh = inhibitors of alpha-synuclein (SNCA) gene expression; HEK-293 SNCA-luciferase knock-in, luminescence, 24 h; AID 1671194; Potency, µM (titrated, usually from 57.2 µM), inactives show top-dose activity change, negative = inhibition, most hits filed as inhibitors; 140,000 compounds, 0.17% hits;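 further: potency means the concentration at half of the fitted maximal effect; plate controls were DMSO cells for no effect and cell-free wells for full effect; nearly all actives have a fitted effect of over 45% in size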
IP6K1 inh = inhibitors of human IP6K1; Q92551; IP6K1 kinase, ADP-Glo luminescence, 2 h; stronger effect = lower value; activity change, % (series mostly up to about 58 µM); 140,000 compounds, 0.81% hits; AID 1645851; in the data active means activity change below about -25%
Target sequence (Q92551 whole entry, looked up): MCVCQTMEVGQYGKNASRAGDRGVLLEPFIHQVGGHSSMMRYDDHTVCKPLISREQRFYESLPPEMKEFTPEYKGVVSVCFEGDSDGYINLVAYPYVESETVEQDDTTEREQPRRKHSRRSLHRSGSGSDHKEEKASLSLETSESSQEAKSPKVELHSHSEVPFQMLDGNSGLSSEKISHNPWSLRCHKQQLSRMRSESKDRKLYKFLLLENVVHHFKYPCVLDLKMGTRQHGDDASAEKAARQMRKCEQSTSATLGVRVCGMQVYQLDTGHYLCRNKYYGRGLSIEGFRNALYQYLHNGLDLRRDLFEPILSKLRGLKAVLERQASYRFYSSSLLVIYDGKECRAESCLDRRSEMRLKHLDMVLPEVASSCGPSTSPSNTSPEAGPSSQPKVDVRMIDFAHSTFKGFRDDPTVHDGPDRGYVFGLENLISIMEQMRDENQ
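ADP-Glo luminescence measures ADP made by human IP6K1 during a 2 h RT reaction with ATP/IP6 (mix at 1.3 mM/130 uM); top library doses 57.5 and 19.1 uM final.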
GPT2 inh = blocks human glutamate pyruvate transaminase 2; Q8TD30; Recombinant GPT2, coupled pyruvate oxidase/HRP Amplex Red fluorescence; Potency, µM (series often up to 57.7 µM), for the others: top-dose activity change, negative = inhibition, most hits filed as inhibitors; 100,000 compounds, 0.25% hits; AID 1671188; further: potency means the concentration at half of the fitted maximal effect; nearly all actives have a fitted effect of over 60% in size; many of its hits are not listed in these tables
Target sequence (Q8TD30 whole entry, looked up): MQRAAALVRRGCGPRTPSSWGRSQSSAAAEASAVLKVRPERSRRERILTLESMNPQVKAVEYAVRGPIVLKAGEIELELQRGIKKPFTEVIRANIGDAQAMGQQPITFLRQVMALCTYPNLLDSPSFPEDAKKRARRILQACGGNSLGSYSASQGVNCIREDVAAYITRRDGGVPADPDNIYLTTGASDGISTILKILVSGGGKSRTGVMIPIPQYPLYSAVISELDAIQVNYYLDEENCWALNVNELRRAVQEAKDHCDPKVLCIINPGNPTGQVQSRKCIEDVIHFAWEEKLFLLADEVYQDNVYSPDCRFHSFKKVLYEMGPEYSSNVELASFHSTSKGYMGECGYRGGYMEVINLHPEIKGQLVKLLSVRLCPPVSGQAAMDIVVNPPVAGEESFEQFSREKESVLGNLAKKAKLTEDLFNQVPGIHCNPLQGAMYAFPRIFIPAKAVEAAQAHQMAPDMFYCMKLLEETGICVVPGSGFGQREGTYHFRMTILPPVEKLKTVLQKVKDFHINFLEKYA
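Fluorescence of coupled pyruvate oxidase/HRP/Amplex Red system (50uM Amplex, 30 min, dark) reports pyruvate formed by GPT2. Enzyme reaction: 10ng/uL GPT2, 2mM L-alanine, 250uM a-KG, 30 min room temperature, pH 7.5; 50uM AOA control.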
NIH3T3 tox = cytotoxic compounds in NIH 3T3 cells. NIH 3T3 viability, CellTiter-Glo ATP luminescence, 48-72 h. Potency, µM (titrated, usually from 96.7 µM), inactives show top-dose activity change, negative = cytotoxicity, actives largely listed as inhibitors. 94,000 compounds, 4.3% hits. AID 1345082; further: potency means the concentration at half of the fitted maximal effect; nearly all actives have a fitted effect of over 55% in size
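NIH 3T3 cells at 400 cells/well received 23 nL of compound by pintool and were incubated 48 or 72 h at 37 °C. Viability was read as ATP-coupled CellTiter-Glo luminescence.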
SNCA viab count = counter-screen for SNCA expression inhibitors: cell viability; HEK-293-SNCA-luc viability, GF-AFC fluorescence, 24 h; Potency, µM (series often up to 57.1 µM), without a hit: at the highest dose activity change, negative = cytotoxicity, actives largely listed as cytotoxic; 150,000 compounds, 0.12% hits;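 further: potency means the concentration at half of the fitted maximal effect; 0% = DMSO-treated cells and -100% = medium-only wells without cells; nearly all actives have a fitted effect of over 30% in size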
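Cytotoxicity counterscreen: after 24 h compound treatment of genome-edited SNCA-luciferase HEK-293 cells, live-cell protease substrate GF-AFC read by fluorescence after 30 min; activity scaled between DMSO (0%) and medium-only (-100%), curves Hill-fitted.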
FLuc inh = inhibitors of firefly (Photinus pyralis) luciferase; 76,000 compounds, 2.5% hits; Potency, µM (top dose mostly 115 µM), for the others: at the highest dose activity change, negative = inhibition, usual class: inhibitors; purified P. pyralis luciferase, luminescence, biochemical; further: potency means the concentration at half of the fitted maximal effect; nearly all actives have a fitted effect of over 65% in size
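Purified P. pyralis luciferase (10nM final) in 50mM Tris acetate pH 7.5, 10mM Mg acetate, 0.01% Tween-20, 0.05% BSA with 10uM D-luciferin and 10uM ATP. Compounds titrated qHTS. Luminescence imaged on CCD.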
HEK293 tox = kills HEK 293 cells; Potency, µM (doses to about 115 µM), for inactives: top-dose activity change, negative = cytotoxicity, hits mostly inhibitors; 94,000 compounds, 6.6% hits; HEK 293 viability, ATP luminescence (CellTiter-Glo), 48-72 h; further: potency means the concentration at half of the fitted maximal effect; nearly all actives have a fitted effect of over 60% in size
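CellTiter-Glo luminescence (cellular ATP) was read after 48 or 72 hr of compound exposure at 37 degree Celsius. Cells were HEK 293 plated at 250 cells/well.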
Active calls of the source: *; i = inactive; ? = inconclusive; nt = no result given; [ ] = remark or other dose. Unless noted, the call rests on the fitted dose curve; in most records, active means well fitted curve in the direction sought with a large enough effect; inconclusive means small, poorly fitted or top-dose-only effect, or another doubt; inactive means no such curve, though single readings can be large; an effect the other way counts as inactive or inconclusive. Unless noted, on the % scale 0 is the no-effect control and ±100 the full control effect.

SMILES	SNCA expr inh	IP6K1 inh	GPT2 inh	NIH3T3 tox	SNCA viab count	FLuc inh	HEK293 tox
Cc1ccc(CC(=O)N2CCN(C(=O)c3nnn4c3COC(c3ccccc3)C4)CC2)cc1 (configuration not stated)	16%	0	3%	-14%	4%	-15%	-25%
CCC(=O)N1CCc2cc(Br)cc(S(=O)(=O)N3CCCC(C(=O)Nc4cccc(Cl)c4C)C3)c21 (configuration not stated)	13%	5	nt	nt	-2%	nt	nt
COCC1(CNCc2cn(C)c3ccccc23)C[C@@H](O)[C@@H](O)C1 (some centres not stated)	-27%[87.6 µM]	3	i	-4%[138 µM]	-11%[87.6 µM]	11%[172 µM]	?
COc1cccc(-c2[nH]c3c(c2-c2c(-n4cccc4)n(C)c(=O)[nH]c2=O)c(=O)[nH]c(=O)n3C)c1	-3%	13	nt	nt	13%	nt	nt
COc1ccc(Cl)cc1NC(=O)Cn1c(N2CCN(c3ccccc3)CC2)nc(C)cc1=O	-6%	6	-11%	-21%	-4%	6%	?
CCN1CCN(C(=O)Cn2nc(C)c3sc(-c4ccccc4)nc3c2=O)CC1	-16%	6	i	-20%	-3%	-7%	-21%
Cc1cc(C)c(NC(=O)Cn2cccc2-c2nc(-c3ccc4c(c3)OCO4)no2)c(C)c1	-3%	-1	-6%	0%	2%	10%	-1%
Cc1ccc(C(C)C)c(OCc2ccc(C(=O)Nc3ccc(S(N)(=O)=O)cc3C)o2)c1	-28%	-13	nt	nt	0%	nt	nt
CCCNC(=O)CCNS(=O)(=O)c1ccc2c(c1)c(=O)n(C)c(=O)n2C	11%	-10	nt	nt	2%	nt	nt
Cc1ccc(OCC(=O)N2CCC3(CC2)CC(OCC2CC2)CCO3)cc1 (configuration not stated)	-19%	3	i	?	7%[12.5 µM]	-10%	?
COc1ccccc1CCNC(=O)Cc1c(C)c2cc3c(C(C)(C)C)coc3c(C)c2oc1=O	38%[activator]	-3	nt	nt	15%	nt	nt
Cc1ccc(NC(=O)c2cc(S(=O)(=O)N3CCCCC3)c[nH]2)cc1F	-22%	31	nt	nt	3%	nt	nt
Cc1nn2c(c1-c1cccnc1N1CCOCC1)N(CCC(C)C)CCC2	?	9	-20%[88.5 µM]	?	?	-18%[172 µM]	40µM*
CCCNC(=O)C1CCC(Cn2c(=O)c3sccc3n(CC(=O)N3CCCC(C)C3)c2=O)CC1 (configuration not stated)	0%	-4	nt	nt	?	nt	nt
COCCNC(=O)C[C@@H]1C[C@H]2O[C@H](CNC(=O)NCc3ccccc3)[C@@H](O)[C@H]2O1	-8%[87.6 µM]	-4	-3%[88.5 µM]	i	3%[87.6 µM]	3%[172 µM]	3%[172 µM]
O=C(Nc1nncs1)C1CC(=O)N(c2n[nH]c3cccc(F)c23)C1 (configuration not stated)	6%	-5	1%	?	-3%	0%	-7%
COc1cccc(CNC(=O)C(=O)NCC(c2ccco2)S(=O)(=O)c2cccs2)c1 (configuration not stated)	-5%	13	nt	nt	-1%	nt	nt
C#CCNC(=O)[C@@H]1CCCN1c1nccc(Nc2ccccc2Cl)n1	?	-1	3%	-22%	-16%[12.5 µM]	nt	?
CCc1ccc2oc(C(=O)Nc3sc4c(c3C(=O)NC)CCCC4)cc(=O)c2c1	32%[activator]	-6	nt	nt	-13%	nt	nt
CC(=O)c1ccc(NC(=O)N[C@H]2C[C@@](O)(C(=O)N[C@H](Cc3ccccc3)C(N)=O)C[C@@H](O)[C@@H]2O)cc1	?	1	-9%	-14%	5%	1%	-8%

Record cards, as listed above. Screens in order: SNCA expr inh | IP6K1 inh | GPT2 inh | NIH3T3 tox | SNCA viab count | FLuc inh | HEK293 tox
COCC1(CNCc2cn(C)c3ccccc23)C[C@@H](O)[C@@H](O)C1 (some centres not stated) across the screens: -27%[87.6 µM] | 3 | i | -4%[138 µM] | -11%[87.6 µM] | 11%[172 µM] | ?
CCCNC(=O)CCNS(=O)(=O)c1ccc2c(c1)c(=O)n(C)c(=O)n2C across the screens: 11% | -10 | nt | nt | 2% | nt | nt

Next section:
SMILES	SNCA expr inh	IP6K1 inh	GPT2 inh	NIH3T3 tox	SNCA viab count	FLuc inh	HEK293 tox
O=[N+]([O-])c1cccc(-c2noc([C@@H]3C[C@@H](O)CN3Cc3cc4ccccc4o3)n2)c1	16%[87.6 µM]	16	-1%[88.5 µM]	-9%[174 µM]	0%[87.6 µM]	-8%[172 µM]	-9%[172 µM]
C#CCNC(=O)C[C@@H]1CCN(C(=O)CCCCC)C[C@@H]1CC	-20%[87.6 µM]	6	?	-24%[174 µM]	6%[87.6 µM]	-3%[172 µM]	?
O=S(=O)(Cc1cccc(F)c1)N1CCC(C2CCNC2)CC1 (configuration not stated)	-5%	-9	4%	-13%	-2%[12.5 µM]	-3%	-18%
Nc1nc2ccc([N+](=O)[O-])cc2s1	16%	-12	?	nt	-24%	nt	nt
CN1CC(=O)N(C2CCCC2)Cc2c(NCCc3ccc(Cl)cc3)ncnc21	-27%	10	-3%	?	-26%	nt	?
COc1cccc([C@H]2CN(C(=O)c3c(C)nn4c(C)cc(C)nc34)C[C@@H]2N)c1	2%	-11	-2%	1%	0%	-3%	-3%
CCN(CCN1CCCC1)C(=O)C1CCC(=O)N(Cc2ccccc2F)C1 (configuration not stated)	10%	2	-5%[11.5 µM]	i	-6%	5%	2%
CCc1cccc(C)c1NC(=O)c1nc2ccccc2nc1N1CCCCC1	-22%	-4	nt	nt	-16%	nt	nt
CN(C)C[C@@H]1CN(c2ccccn2)C[C@H]1NC(=O)NC1CCCCC1	5%	9	1%	-1%	-8%	-8%	?
O=C(C1CCc2nnc(-c3cccc(C(F)(F)F)c3)n21)N1CCCCC1 (configuration not stated)	?	7	i	-24%	-9%	nt	-20%
CCN(CCCNC(=O)c1cc2cc3ccc(OC)cc3nc2s1)c1cccc(C)c1	93%[activator]	5	nt	nt	-15%	nt	nt
COc1cccc(C(=O)N2CCC3(CC2)CC(N(C)Cc2ccccc2)CCO3)c1 (configuration not stated)	-3%	1	i	i	2%	7%	-7%
CN(C)c1ccc(C2Nc3ccc4ccccc4c3C3=C2C(=O)CC(C)(C)C3)cc1Br (configuration not stated)	-11%	-23	i	nt	?	nt	nt
CCCn1c2ccccc2c2cnn(CC(=O)NCC3CCN(Cc4ccc(C)cc4)CC3)c(=O)c21	9%	-16	nt	nt	9%	nt	nt
O=C(N[C@H](c1ccccn1)C1CC(O)C1)c1cnc2ccccn2c1=O (some centres not stated)	15%	6	i	3%	-7%	12%	i
Cc1sc(C)c(C(=O)NC2(c3ccc(C(=O)O)cc3)CC2)c1Cc1ccc(C(F)(F)F)cc1	nt	-8	i	nt	-3%	nt	nt
O=C(Cn1cccc1-c1nc(-c2ccccc2)no1)NCCCc1ccccc1	-1%	12	i	-3%	-7%	7%	45µM*
Clc1ccc(-c2nnn3c2nc(NCc2ccc4c(c2)OCO4)c2ccccc23)cc1	36%[activator]	-16	nt	nt	-5%	nt	nt
O=C(NCCc1ccccc1)N(C1CCOCC1)C1CCN(Cc2ccsc2)CC1	6%	9	i	-11%	-6%	-1%	?
Cc1ccc(C(=O)N2CCCN(S(C)(=O)=O)C(c3ccccc3)CC(=O)NCC2)s1 (configuration not stated)	?	5	i	-21%	2%	-4%	2%
COCCn1c(C)cnc1CC1CCCN(C(=O)C2(c3ccc(OC)cc3)CC2)C1 (configuration not stated)	12%	-1	i	-6%	4%	5%	-3%
O=C(CC[C@H]1NC(=O)c2ccccc2NC1=O)NCCc1ccc(O)cc1	-17%	1	-4%	i	1%	-2%	14%
O=C(c1csc2c1CCCC2)N1CCCC(OCc2ccccn2)C1 (configuration not stated)	-2%	-20	-1%	-4%	-24%	1%	?
CC(=O)O[C@@H]1C[C@@H](C)[C@](O)(CCC2=CC(=O)OC2)[C@@]2(C)CCCC(C)(C)C12 (some centres not stated)	nt	15	i	nt	-36%	nt	nt
O=C(NCc1ccccc1Cl)c1nnc(Cc2ccc(Cl)cc2)o1	-28%	-13	nt	nt	-3%	nt	nt
Cc1ccc(NC(=O)CN2C(=O)CCSc3ccc(S(=O)(=O)N4CCCC4)cc32)cc1	5%	22	nt	nt	-12%	nt	nt
Cn1ncc2c(C(=O)NCc3cccnc3)cc(-c3ccc(Cl)nc3)nc21	15%	-5	i	22µM*	-10%	nt	?
CC1CCC(=O)CC(SCC(O)C(=O)O)CCC(=O)O1 (configuration not stated)	nt	15	?	nt	-19%	nt	nt
CC1CCc2sc(C(=O)N(C)Cc3cc(-c4ccncc4)no3)cc2C1 (configuration not stated)	7%	19	-3%	?	-28%	?	?
CN(CC1CCN(CCc2ccc(F)cc2)CC1)C1CCC1	-1%	10	i	-31%	2%	0%	?
CCNC(=O)C1CCc2ncc(-c3ccsc3)n2C1 (configuration not stated)	-20%	-3	4%	-4%	7%	6%	2%
CC1=C[C@@H](CNC(=O)CCC(=O)O)[C@H](C(C)C)C[C@H]1Cc1nc2c(C)cccc2[nH]1	6%[87.6 µM]	-8	2%[88.5 µM]	-2%[174 µM]	-16%[87.6 µM]	0%[172 µM]	?
CCCCC(=O)Nc1ccc2nc(SCC(=O)N3CCOCC3)sc2c1	-14%	26	nt	nt	-5%	nt	nt
CC(C)(C)c1ccc(-c2cc(C[C@H]3CNCC[C@H]3CC(=O)Nc3nccs3)no2)cc1	?	-15	-6%	8.9µM*	?	5%	?
C=CCNC(=O)C[C@@H]1CCN(C(=O)CCCCC)C[C@@H]1CC	?	-1	-2%[88.5 µM]	1%[174 µM]	7%[87.6 µM]	-3%[172 µM]	-11%[172 µM]
CCOc1ccc(-c2csc(-c3c(N)c(C(=O)c4ccc5c(c4)OCO5)n4ccccc34)n2)cc1	66%[activator]	36	nt	nt	10%	nt	nt
COc1cc(NC(=O)Cn2c(C)cc3nc4n(c(=O)c32)CCC4)cc(OC)c1OC	30%	-17	-3%	-2%	2%	1%	6%
CN1CCc2ccccc2Cc2[nH]c3ccccc3c2CC1	-1%	nt	-3%	nt	-16%	nt	nt
COc1cccc(NC(=O)c2cnc3c(c2)N(C(=O)Cc2ccc(C(C)C)cc2)CCC3)c1	?	10	-5%	?	?	-6%	22µM*
C[C@@H]1O[C@@H](O[C@H]2[C@@H]3C=CO[C@@H](O[C@@H]4O[C@H](CO)[C@@H](O)[C@H](O)[C@H]4O)[C@@H]3[C@@]3(CO)O[C@@H]23)[C@H](O)[C@H](OC(=O)/C=C/c2ccc(O)cc2)[C@H]1OC(=O)/C=C/c1ccc(O)cc1	nt	4	i	nt	-17%[23.9 µM]	nt	nt
CCOC(=O)C1=C(C)N=C2SC=C(CC(=O)N3CCC(C)CC3)N2C1c1ccccc1F (configuration not stated)	?	-4	i	?	-6%	-6%	40µM*
